GLP-1R agonist: GLP-1 receptor (human) agonism; HEK293 GLP-1R CRE-luciferase, luminescence, 4-6 h; cells express a hypersensitive GLP-1R form; 380,000 tested, 0.007% active; Potency, µM (titrated, usually from 45.6 µM), for the others: at the highest dose activation, hits mostly activators; AID 624172; further: potency means the concentration at half of the fitted maximal effect; % of control where 0% means no effect
Target sequence (P43220 whole entry, looked up): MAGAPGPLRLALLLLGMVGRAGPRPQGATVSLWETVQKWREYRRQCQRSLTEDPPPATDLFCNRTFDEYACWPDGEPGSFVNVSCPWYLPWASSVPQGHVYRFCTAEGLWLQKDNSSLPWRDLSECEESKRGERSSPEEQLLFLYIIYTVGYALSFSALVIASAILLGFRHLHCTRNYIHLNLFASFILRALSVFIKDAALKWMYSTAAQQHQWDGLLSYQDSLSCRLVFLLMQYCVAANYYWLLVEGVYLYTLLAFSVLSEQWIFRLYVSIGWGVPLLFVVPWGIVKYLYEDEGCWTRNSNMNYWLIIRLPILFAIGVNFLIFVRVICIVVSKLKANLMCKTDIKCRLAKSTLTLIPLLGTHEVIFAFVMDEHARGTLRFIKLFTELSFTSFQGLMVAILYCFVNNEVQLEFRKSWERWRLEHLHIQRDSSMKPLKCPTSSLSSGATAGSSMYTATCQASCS
aSyn yeast inh: inhibitors of alpha-synuclein toxicity in yeast | 370,000 tested, 0.14% active | Yeast expressing alpha-synuclein, growth rescue, BacTiter-Glo, 24 h | AID 652106 | Potency, µM (titrated, usually from 46.1 µM), without a hit: top-dose growth rescue (activation), usual class: activators; further: potency means the concentration at half of the fitted maximal effect; % of control where 0% means no effect; nearly all actives have a fitted effect of over 65% in size
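Rescue of yeast growth: cells expressing toxic alpha-synuclein, induced in galactose at OD600 0.02, incubated with compound 24 h at 30 C. ATP luminescence quantified growth; inhibitors of toxicity appear as activators.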
TDP43 rescue: inhibitors of TDP-43 toxicity in yeast; 410,000 tested, 1.8% active; AID 652104; TDP-43 expressing yeast growth rescue, BacTiter-Glo, 24 h; Potency, µM (doses to about 46.1 µM), without a hit: at the highest dose growth rescue (activation), hits mostly activators; further: potency means the concentration at half of the fitted maximal effect; % of control where 0% means no effect; nearly all actives have a fitted effect of over 50% in size
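Luminescence from BacTiter-Glo reports growth of TDP-43-expressing yeast after 24 hr at 30 deg C with compound. Cells were raffinose-pregrown to mid-log, then seeded in galactose medium at OD600=0.02.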
D3 ag: D3 dopamine receptor (human) agonism; P35462; D3R DiscoveRx beta-arrestin cells, luminescence, 90 min; max activation, %; 410,000 tested, 0.58% active; AID 652048; in the data active means max activation above about 30%; further: 0% is about no effect; mostly tested at two doses, the higher about 12 µM
Target sequence (P35462 whole entry, looked up): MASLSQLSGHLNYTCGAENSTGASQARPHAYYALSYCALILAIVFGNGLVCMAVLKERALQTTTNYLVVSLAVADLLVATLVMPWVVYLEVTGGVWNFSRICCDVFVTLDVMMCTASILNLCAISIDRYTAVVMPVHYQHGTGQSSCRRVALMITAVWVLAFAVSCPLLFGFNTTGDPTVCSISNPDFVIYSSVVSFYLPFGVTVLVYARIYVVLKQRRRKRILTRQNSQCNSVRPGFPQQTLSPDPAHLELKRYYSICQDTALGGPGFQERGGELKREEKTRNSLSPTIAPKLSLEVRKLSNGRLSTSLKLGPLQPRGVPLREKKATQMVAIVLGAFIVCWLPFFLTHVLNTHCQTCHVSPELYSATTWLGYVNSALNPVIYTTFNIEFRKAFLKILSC
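Agonist-mode cell screen: cells plated at 1500/well and incubated overnight at 37 °C, then exposed to library compounds for 90 min at 37 °C. Detection reagent was added for 30–60 min at room temperature, and luminescence was read.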
KB-V1 cytotox: kills drug-selected multidrug resistant KB-V1 cells; Potency, µM (series often up to 46.1 µM), for the others: top-dose activity change, negative = cytotoxicity, hits mostly cytotoxic; KB-V1 MDR cells viability, CellTiter-Glo, 72 h; 400,000 tested, 3.4% active; further: potency means the concentration at half of the fitted maximal effect; on the % scale 0 is the no-effect control and ±100 the full control effect; nearly all actives have a fitted effect of over 60% in size
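Compound-treated KB-V1 multidrug-resistant cells, 72 h, 37 degrees C; viability by CellTiter-Glo. Fitted qHTS curves give the values.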
DRD3 antagonist: antagonists of human D3 dopamine receptor; max response, negative = inhibition, %; AID 652054; 360,000 tested, 2.5% active; D3R cells, DiscoveRx beta-arrestin luminescence, antagonist mode; stronger effect = lower value; in the data active means max response below about -50%; inconclusive means no clear call, values can overlap the other calls; further: on the % scale 0 is the no-effect control and ±100 the full control effect; mostly tested at two doses, the higher about 12 µM
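Cells expressing the human receptor were seeded at 1500 cells/well, incubated overnight at 37 degrees C in 5% CO2, then exposed to library compounds with dopamine controls for 90 minutes at 37 degrees C before luminescent detection.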
GLP1R cytotox: cytotoxicity counter-screen for GLP-1 receptor inverse agonists. Potency, µM (titrated, usually from 38.3 µM), for inactives: top-dose activity change, negative = inhibition, usual class: inhibitors. AID 624418. 410,000 tested, 0.13% active. HEK293 cAMP-luciferase reporter cells, luminescence, 24 h;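 further: loss of luciferase light is scored as toxicity; potency means the concentration at half of the fitted maximal effect; on the % scale 0 is the no-effect control and ±100 the full control effect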
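A 23 nL compound transfer followed 12 hours of cell culture at 37 deg C; exposure then lasted 24 hr. Luciferase assay detection reagent was dispensed and plates read for luminescence after a 12 min room-temperature wait.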
PTHR1 ag: agonists of human PTHR1 parathyroid hormone receptor. Q03431. HEK293 GP2 PTHR1 cells, GloSensor cAMP luminescence, 1 h. Potency, µM (doses to about 115 µM), inactives show top-dose activation, actives largely listed as activators. 410,000 tested, 0.075% active; further: potency means the concentration at half of the fitted maximal effect; nearly all actives have a fitted effect of over 55% in size; some results filed as inactive show a strong effect at the top dose; inactives centre near -15; many of its hits are not listed in these tables
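HEK-293-derived GP2 cells expressing PTHR1 and a GloSensor cAMP reporter, 3,000/well, plated overnight, given luciferin plus IBMX (each 0.5 mM as added) for 1 h at 37 °C, then compound for 1 h at 37 °C. Luminescence was read after 15 min at room temperature.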
GLP-1R inv ag: inverse agonists of human GLP-1 receptor; P43220; HEK293 GLP-1R CRE-luciferase, luminescence, 24 h; GLP-1R form is constitutively active; Potency, µM (top dose mostly 38.3 µM), for the others: top-dose activity change, negative = inhibition, actives largely listed as inhibitors; 410,000 tested, 1.6% active; AID 624417; further: potency means the concentration at half of the fitted maximal effect; on the % scale 0 is the no-effect control and ±100 the full control effect; nearly all actives have a fitted effect of over 55% in size
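HEK293 cells stably co-expressing a cAMP-responsive luciferase reporter and constitutively active GLP-1R were seeded, incubated 12 h, then exposed to compounds for 24 h at 37 C. Luminescence was read 12 min after detection reagent; inverse agonists lower signal.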
Active calls of the source: *; [ ] = another dose, or the depositor's remark. Unless noted, the call rests on the fitted dose curve; in most records, active means well fitted curve in the direction sought with a large enough effect; inconclusive means small, poorly fitted or top-dose-only effect, or another doubt; inactive means no such curve, though single readings can be large; an effect the other way counts as inactive or inconclusive.

Results for O=C(CSc1ccc(-c2cccs2)nn1)c1cccs1 ?
GLP-1R agonist: 11%; aSyn yeast inh: -9%; D3 ag: -13; KB-V1 cytotox: -9%; DRD3 antagonist: -6; GLP1R cytotox: 1%; PTHR1 ag: -10%; GLP-1R inv ag: 18%

Results for CCOc1ccc(-c2cn3c(n2)sc2cc(C(=O)NCCCc4ccccc4)ccc23)cc1 ?
TDP43 rescue: 0%[9.22 µM]; D3 ag: 6; KB-V1 cytotox: 14%; GLP1R cytotox: 0%; PTHR1 ag: -34%[inhibitor]; GLP-1R inv ag: 13%

Results for CNS(=O)(=O)c1cccc(C(=O)OCC(=O)c2c(N)n(Cc3ccccc3)c(=O)n(C)c2=O)c1 ?
GLP-1R agonist: 15%; aSyn yeast inh: -2%; TDP43 rescue: 12%; D3 ag: -10; KB-V1 cytotox: inconclusive; DRD3 antagonist: inconclusive; GLP1R cytotox: -3%; PTHR1 ag: inactive; GLP-1R inv ag: -18%

What do the screens show for `O=C(/C=C/c1ccco1)Nc1nc(-c2ccc(F)c(F)c2)cs1`?
GLP-1R agonist: -7%; aSyn yeast inh: -13%; TDP43 rescue: 2%; D3 ag: -2; KB-V1 cytotox: inconclusive; DRD3 antagonist: 9; GLP1R cytotox: -11%; PTHR1 ag: -45%; GLP-1R inv ag: 31%[activator]

How did COc1ccc(CC(=O)Nc2ccc3c(c2)CCC3)cc1 do in these assays?
GLP-1R agonist: 3%; aSyn yeast inh: -3%; TDP43 rescue: -12%; D3 ag: -6; KB-V1 cytotox: -17%; DRD3 antagonist: -16; GLP1R cytotox: -6%; PTHR1 ag: inactive; GLP-1R inv ag: -26%

How did Cc1nn2c(NCCCN3CCOCC3)c3c(nc2c1-c1ccccc1)CCC3 do in these assays?
GLP-1R agonist: 15%; aSyn yeast inh: -2%; TDP43 rescue: -3%; D3 ag: -6; KB-V1 cytotox: inconclusive; DRD3 antagonist: -8; GLP1R cytotox: 6%; PTHR1 ag: -18%; GLP-1R inv ag: inconclusive

What do the screens show for `CCc1cc(C(=O)N/N=C/c2ccc(O)cc2O)c2ccccc2n1`?
GLP-1R agonist: -4%; aSyn yeast inh: -2%; TDP43 rescue: -21%; D3 ag: 10; KB-V1 cytotox: -18%; DRD3 antagonist: 16; GLP1R cytotox: -8%; PTHR1 ag: inactive; GLP-1R inv ag: -11%

What do the screens show for `COc1cc(C)cc2c1OC(c1ccccc1)CC2=O` (stereo not drawn)?
GLP-1R agonist: 18%; aSyn yeast inh: -4%; TDP43 rescue: 19%; D3 ag: -2; KB-V1 cytotox: -11%; DRD3 antagonist: 0; GLP1R cytotox: 11%; PTHR1 ag: -7%; GLP-1R inv ag: -26%

Results for Fc1cccc(/C=N/Nc2ccc3ccccc3n2)c1 ?
GLP-1R agonist: 0%; aSyn yeast inh: -6%; TDP43 rescue: 4%[9.22 µM]; D3 ag: -7; KB-V1 cytotox: 7%; DRD3 antagonist: 6; GLP1R cytotox: -2%; PTHR1 ag: -46%[inhibitor]; GLP-1R inv ag: inconclusive

Results for O=C(NOCc1ccccc1)c1ccc([N+](=O)[O-])cc1 ?
GLP-1R agonist: -2%; aSyn yeast inh: 0%; TDP43 rescue: 0%; D3 ag: 5; KB-V1 cytotox: 14%; DRD3 antagonist: -11; GLP1R cytotox: -8%; PTHR1 ag: -33%[inhibitor]; GLP-1R inv ag: inconclusive

How did CCS(=O)(=O)c1ccc(O)c(NC(=O)COc2ccccc2)c1 do in these assays?
GLP-1R agonist: -2%; aSyn yeast inh: -1%; TDP43 rescue: -23%; D3 ag: 1; KB-V1 cytotox: -1%; DRD3 antagonist: 11; GLP1R cytotox: -9%; PTHR1 ag: inactive; GLP-1R inv ag: 1%

How did CCc1nnc(NC(=O)CSc2nc3c(cc2C#N)CCCC3)s1 do in these assays?
GLP-1R agonist: -7%; aSyn yeast inh: -1%; TDP43 rescue: 4%; D3 ag: 2; KB-V1 cytotox: 11%; DRD3 antagonist: 8; GLP1R cytotox: 46%[activator]; PTHR1 ag: -6%; GLP-1R inv ag: 13%

What do the screens show for `COc1ccc(-c2nc(NC(=O)CCNC(=O)c3ccco3)sc2C)cc1`?
GLP-1R agonist: 4%; aSyn yeast inh: 12%; TDP43 rescue: 22%; D3 ag: 5; KB-V1 cytotox: -4%; DRD3 antagonist: 2; GLP1R cytotox: -5%; PTHR1 ag: -32%[inhibitor]; GLP-1R inv ag: inconclusive

How did COC(=O)C1C(c2ccc(OC)c(OC)c2)NC(c2ccc(OC)c(OC)c2)C(C(=O)OC)S1(=O)=O (stereo not drawn) do in these assays?
GLP-1R agonist: 6%; aSyn yeast inh: 0%; TDP43 rescue: -14%; D3 ag: -12; KB-V1 cytotox: inconclusive; DRD3 antagonist: -11; GLP1R cytotox: 2%; PTHR1 ag: inactive; GLP-1R inv ag: 74%[activator]

How did CCCC1(C)C(C#N)C(=O)NC(=O)C1C#N (stereo not drawn) do in these assays?
GLP-1R agonist: 1%; aSyn yeast inh: 5%; TDP43 rescue: -5%; D3 ag: 2; KB-V1 cytotox: -10%; DRD3 antagonist: -20; GLP1R cytotox: -1%; PTHR1 ag: inactive; GLP-1R inv ag: 4%

What do the screens show for `CCC(C(=O)N1CCOCC1)n1nc(C)c2sc3ccccc3c2c1=O` (stereo not drawn)?
GLP-1R agonist: -2%; aSyn yeast inh: -1%; TDP43 rescue: -4%; D3 ag: 6; KB-V1 cytotox: 0%; DRD3 antagonist: -8; GLP1R cytotox: -4%; PTHR1 ag: -6%; GLP-1R inv ag: 15%

What do the screens show for `C[C@H](CO)N1C[C@H](C)[C@@H](CN(C)S(=O)(=O)c2cccs2)Oc2c(NS(=O)(=O)c3ccccc3)cccc2C1=O`?
GLP-1R agonist: -1%; aSyn yeast inh: 4%; TDP43 rescue: 2%; D3 ag: 4; KB-V1 cytotox: -22%; DRD3 antagonist: -24; GLP1R cytotox: 0%; PTHR1 ag: -40%[inhibitor]; GLP-1R inv ag: 0%

Results for Cc1ccc(-n2nnnc2SCC(=O)N2CCCCC2)cc1 ?
GLP-1R agonist: -5%; aSyn yeast inh: 4%; TDP43 rescue: -11%; D3 ag: -9; KB-V1 cytotox: 9.2µM*; DRD3 antagonist: -16; GLP1R cytotox: -18%; PTHR1 ag: inactive; GLP-1R inv ag: -3%

Results for COc1ccc(CCn2c(-c3cccc([N+](=O)[O-])c3)nc3nc4ccccc4nc32)cc1 ?
GLP-1R agonist: 3%; aSyn yeast inh: -5%; TDP43 rescue: -7%; D3 ag: 6; KB-V1 cytotox: -8%; DRD3 antagonist: 1; GLP1R cytotox: 6%; PTHR1 ag: inactive; GLP-1R inv ag: 3%

Results for CCCCC(CC)C(=O)O (stereo not drawn) ?
GLP-1R agonist: -2%; aSyn yeast inh: -3%; TDP43 rescue: -24%; D3 ag: -25; KB-V1 cytotox: -17%; DRD3 antagonist: -10; GLP1R cytotox: 1%; PTHR1 ag: -32%[inhibitor]; GLP-1R inv ag: -9%

How did Cc1ccc(-c2cc(Cc3ccncc3)c(=O)[nH]n2)cc1 do in these assays?
GLP-1R agonist: 16%; aSyn yeast inh: 1%; TDP43 rescue: 10%; D3 ag: 5; KB-V1 cytotox: 0%; DRD3 antagonist: 2; GLP1R cytotox: 15%; PTHR1 ag: inactive; GLP-1R inv ag: 35%

Results for CCCOc1ccc(C(=O)Nc2cc(S(=O)(=O)N3CCOCC3)ccc2N2CCOCC2)cc1 ?
GLP-1R agonist: -2%; aSyn yeast inh: -5%; TDP43 rescue: 10%; D3 ag: -9; KB-V1 cytotox: -25%; DRD3 antagonist: 19; GLP1R cytotox: -5%; PTHR1 ag: -6%; GLP-1R inv ag: 0%

Results for CC(=O)Oc1ccc(C(=O)NC(C)CCc2ccccc2)cc1 (stereo not drawn) ?
GLP-1R agonist: 5%; aSyn yeast inh: -5%; TDP43 rescue: -8%; D3 ag: -5; KB-V1 cytotox: 7%; DRD3 antagonist: -6; GLP1R cytotox: 5%; PTHR1 ag: inactive; GLP-1R inv ag: 6%

Results for Nc1nnc(SC2CC(=O)N(c3ccccc3)C2=O)s1 (stereo not drawn) ?
GLP-1R agonist: -8%; aSyn yeast inh: -1%; TDP43 rescue: 17%; D3 ag: -1; KB-V1 cytotox: 12%; DRD3 antagonist: -55*; GLP1R cytotox: -5%; PTHR1 ag: -17%[57.5 µM]; GLP-1R inv ag: 8%

Results for CCN(CC(=O)Nc1ccc(OC)cc1)CC(=O)Nc1ccc2c(c1)OCO2 ?
GLP-1R agonist: 9%; aSyn yeast inh: -2%; TDP43 rescue: 3%; D3 ag: -9; DRD3 antagonist: -19; GLP1R cytotox: -1%; PTHR1 ag: inactive; GLP-1R inv ag: 6%

Results for CCCCN(C(=O)c1ccc2c(c1)NC(=O)CS2)c1ccccc1 ?
GLP-1R agonist: 10%; aSyn yeast inh: 8%[1.84 µM]; TDP43 rescue: 3%; D3 ag: -8; KB-V1 cytotox: 0%; DRD3 antagonist: 5; GLP1R cytotox: -31%; PTHR1 ag: -31%[inhibitor]; GLP-1R inv ag: inconclusive

These rows are one share of the data; rates above refer to the full screens.
